GalR3 antagonist: GalR3 antagonists in HEK293 cells, primary screen, cell-based, fluorescence readout | Galanin receptor type 3 (Homo sapiens), O60755 | HEK293 GalR3-CNG cAMP membrane potential fluorescence; galR3 body fused to GalR1 C-terminus | inhibition, % at 3 µM | 360,000 compounds, 0.44% hits | AID 651719, 2012;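 active = inhibition above the screen-wide average plus 3 SD, cut at about 13% in these data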;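 also: forskolin and galanin both at EC90 stimulate the cells; cAMP rise reported by CNG channel membrane potential dye signal; 0% = forskolin plus galanin with DMSO and 100% = forskolin alone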
Target sequence (O60755 1-299 limits assumed): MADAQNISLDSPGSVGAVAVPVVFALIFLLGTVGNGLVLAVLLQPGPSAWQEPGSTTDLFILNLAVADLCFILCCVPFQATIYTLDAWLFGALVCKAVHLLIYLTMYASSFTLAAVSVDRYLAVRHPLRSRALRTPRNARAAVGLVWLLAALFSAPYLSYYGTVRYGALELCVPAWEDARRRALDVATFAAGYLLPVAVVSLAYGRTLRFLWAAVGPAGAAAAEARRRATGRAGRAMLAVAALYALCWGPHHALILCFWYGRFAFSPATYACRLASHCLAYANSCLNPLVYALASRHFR
CRFBP-R2 block: antagonists of CRF-BP/CRF-R2 complex, primary screen, cell-based, HEK293, calcium dye fluorescence, uHTS | CRF-induced calcium fluorescence | inhibition, % at 11.8 µM | 350,000 compounds, 0.59% hits;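 active = inhibition of the ligand-induced calcium signal above about 50% at the single tested concentration, limit read from the data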
MEKK2mut PB1 HTS: MEK5 binding signal on mutant MEKK2 PB1, primary screen, biochemical, multiplex bead flow cytometry, Alexa488-MEK5. Alexa488-MEK5 binding to MEKK2 mutant. percent response, % at 10 µM. 290,000 compounds, 0.35% hits; in the data active = percent response above about 24%, passing the limit was not always enough; also: inactives centre near 1; some results filed as inactive read as strong as hits
FID counter: compounds displacing fluorescent DNA intercalator, primary screen, artefact control for HCV NS3 helicase inhibitor project, biochemical, FID fluorescence | 290,000 compounds, 0.17% hits | inhibition, % at 7.9 µM | DNA fluorescent intercalator displacement | AID 1845, 2009; in the data active = inhibition above about 37%;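 also: 0% = vehicle and 100% = reference compound; higher means more ethidium bromide displaced from hairpin DNA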
MEKK2wt PB1 HTS: modulators of MEK5 binding to wildtype MEKK2, primary screen, biochemical, multiplex bead flow cytometry, Alexa488-MEK5; Mitogen-activated protein kinase kinase kinase 2 (Homo sapiens), Q9Y2U5; Alexa488-MEK5 binding to MEKK2 WT; actives lie on both sides; binding response (% of control), % at 10 µM; 290,000 compounds, 1.1% hits; AID 1531, 2009; in the data active = binding response below about 67% or above about 130%
UBC9 SUMO inh: inhibitors of in vitro SUMOylation cascade, primary screen, biochemical, HTRF, uHTS. HTRF SUMOylation assay, SAE1/SAE2 + UBC9. inhibition, % at 35 µM. 290,000 compounds, 0.36% hits. AID 2006, 2009; in the data active = inhibition above about 50%, passing the limit was not always enough; also: strong numbers were not always called active
Target sequence (P63279 whole entry, looked up): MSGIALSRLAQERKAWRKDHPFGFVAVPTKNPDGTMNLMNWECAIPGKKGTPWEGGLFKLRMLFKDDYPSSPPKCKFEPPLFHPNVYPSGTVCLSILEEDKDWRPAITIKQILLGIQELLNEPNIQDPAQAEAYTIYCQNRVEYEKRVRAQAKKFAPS
MEKK3 PB1 HTS: modulators of MEKK3-MEK5 PB1 binding, primary screen, biochemical, wildtype MEKK3, multiplex bead flow cytometry, Alexa488-MEK5 | bead-based flow cytometry, Alexa488-MEK5 binding to MEKK3; actives lie on both sides; 0 = blocked by unlabeled MEK5, 100 = vehicle | binding response (% of control), % at 10 µM | 290,000 compounds, 1.4% hits | AID 1529, 2009;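 active = binding response more than 3 SD above or below the average of its plate-row segment, actives on both sides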;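 also: Alexa488 bead fluorescence after subtracting the streptavidin-only scavenger bead signal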
Target sequence (Q99759 whole entry, looked up): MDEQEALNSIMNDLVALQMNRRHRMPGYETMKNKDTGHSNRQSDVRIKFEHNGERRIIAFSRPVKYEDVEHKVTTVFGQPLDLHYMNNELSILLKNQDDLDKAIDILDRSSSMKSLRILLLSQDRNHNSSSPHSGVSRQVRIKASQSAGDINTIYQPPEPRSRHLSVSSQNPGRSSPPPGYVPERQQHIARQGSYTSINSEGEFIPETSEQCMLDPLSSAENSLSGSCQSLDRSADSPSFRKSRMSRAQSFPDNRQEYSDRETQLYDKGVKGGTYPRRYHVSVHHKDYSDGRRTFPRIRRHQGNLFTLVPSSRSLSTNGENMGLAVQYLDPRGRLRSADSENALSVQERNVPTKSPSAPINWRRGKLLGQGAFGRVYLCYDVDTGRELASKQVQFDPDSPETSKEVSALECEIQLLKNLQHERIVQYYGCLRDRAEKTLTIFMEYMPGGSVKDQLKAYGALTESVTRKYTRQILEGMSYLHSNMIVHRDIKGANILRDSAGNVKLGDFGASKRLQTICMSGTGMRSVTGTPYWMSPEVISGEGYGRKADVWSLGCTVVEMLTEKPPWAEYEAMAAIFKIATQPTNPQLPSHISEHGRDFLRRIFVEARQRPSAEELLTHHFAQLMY
HCV NS3 hel inh: inhibitors of HCV NS3 helicase, primary screen, biochemical, Cy5 molecular beacon fluorescence | inhibition, % at 10.9 µM | 290,000 compounds, 0.56% hits | Hepatitis C virus NS3 helicase | AID 1800, 2009 | NS3 helicase DNA unwinding;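 active = inhibition above the mean of all tested compounds plus 3 SD, set per campaign, cut at about 35% in these data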;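 also: 0% = DMSO wells and 100% = thioflavine S control wells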
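System: HCV NS3 helicase fragment; control set: DMSO and thioflavine S; technique: Cy5 fluorescence at 0 and 60 min, beacon hairpin quenching; reagent: beacon DNA duplex substrate plus ATP; replicates: singlicate; schedule: 1 h reaction at 25 °C, ATP-initiated; medium: MOPS buffer pH 6.5 with MgCl2, DTT, Tween20, BSA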
CRFR2-BP ag: agonists of CRF-BP/CRF-R2 complex, primary screen, cell-based, HEK293, calcium dye fluorescence, uHTS | activation, % at 13.2 µM | calcium dye fluorescence (FLIPR); percent of saturating CRF peptide response | 350,000 compounds, 0.46% hits | CRF-binding protein / CRF receptor 2 complex (human);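 active = activation of at least 50%, plus an integration ratio under a set limit after plate pattern correction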;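 also: plate controls were neutral control wells without compound for no effect and CRF at EC100 for full effect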
The depositor's hits bear a star; · = not tested or not shown; [ ] = another dose, or the depositor's remark. A portion of the library, so the mix of outcomes need not match the whole.

SMILES | GalR3 antagonist | CRFBP-R2 block | MEKK2mut PB1 HTS | FID counter | MEKK2wt PB1 HTS | UBC9 SUMO inh | MEKK3 PB1 HTS | HCV NS3 hel inh | CRFR2-BP ag
O=C(Cc1ccc(Br)cc1)N1CCOCC1 | -2 | 15 | 18 | -1 | 109 | 5 | 108 | 24 | 6.7
CC(C)c1nc2sc3c(=O)[nH]cnc3c2c2c1CCC2 | 1 | -19 | -1 | 0 | 109 | 11 | 105 | -2 | -0.5
Cc1ccsc1/C=N/NC(=O)Cc1cccn1C | -3 | 14 | -4 | -10 | 102 | 20 | 94 | 15 | -1.3
O=C(O)c1cc(S(=O)(=O)O)ccc1O | 2 | 4 | -12 | 3 | 90 | 0 | 83 | -15 | 4.6
COc1cc(CCC(=O)Nc2ccncc2Cl)cc(OC)c1OC | 3 | -11 | 5 | -10 | 104 | 20 | 101 | 5 | -1.9
CN(CC(N)=O)S(=O)(=O)c1ccc(F)cc1 | -3 | 3 | 6 | -2 | 104 | -6 | 101 | 2 | -2.7
CCCS(=O)(=O)N1CCCC(C(=O)N2CCCCC2)C1 (stereo unspecified) | -12 | -1 | -4 | -4 | 92 | 18 | 85 | -2 | -1.1
Cc1ccc(C(=O)NCCn2cc(SCC(=O)Nc3nnc(C)s3)c3ccccc32)cc1 | · | -13 | 2 | -31 | 102 | 5 | 104 | -12 | 1.1
Cc1cc(C)n(C(=O)COc2ccccc2[N+](=O)[O-])n1 | -4 | 10 | 1 | 1 | 102 | 15 | 100 | -7 | -0.5
COc1ccc(NC(=S)Nc2ccccc2Cl)cn1 | -6 | -4 | -5 | 2 | 102 | 39 | 110 | 3 | 0.2
O=C(Nc1ccccc1)c1cccc(N2C(=O)C3C4C=CC(C5CC45)C3C2=O)c1 (stereo unspecified) | -7 | -9 | 1 | -41 | 101 | -1 | 102 | -5 | -0.8
Cc1ccc(C(=O)Nc2ccc(N3CCCC3)cc2)c(C)c1 | -7 | 9 | 7 | 3 | 101 | -1 | 100 | 4 | 1.1
COc1cccc(NC(=O)CCc2nnc3ccc(N4CCN(c5cccc(OC)c5)CC4)nn23)c1 | · | 1 | 2 | -7 | 99 | 4 | 100 | 6 | 0.5
Cc1ccccc1-n1nnnc1SCc1cc(=O)n2ccsc2n1 | 2 | 5 | -6 | -9 | 92 | 11 | 98 | -9 | 1.6
CNC(=O)c1ccc(-n2cccn2)nc1 | -4 | 7 | -1 | -12 | 103 | 0 | 108 | 5 | -1.4
Cc1ccc(Nc2nc(C(=O)NCCCN3CCOCC3)cs2)cc1 | 7 | -5 | -3 | 11 | 102 | 25 | 100 | -8 | -0.3
O=C(Nc1nnc(C2=COCCO2)o1)c1ccc(S(=O)(=O)N2CCCCC2)cc1 | -2 | -5 | 9 | -28 | 106 | 11 | 105 | -1 | 1.9
O=C(COc1cccc(NC(=O)c2ccccc2)c1)c1ccccc1 | -7 | -13 | -3 | 0 | 93 | 17 | 96 | 4 | -0.1
Cn1cc(-c2cccc(Cl)c2)cc(C#N)c1=O | -6 | -7 | -4 | 1 | 96 | 16 | 100 | 4 | 2.8
C=CCNC(=O)c1ccc(CSc2nc3ccccc3s2)cc1 | -1 | 0 | 13 | -39 | 105 | 6 | 107 | 2 | -0.3
CC1(C)CC2CC(C)(CN2C(=S)Nc2ccccc2F)C1 (stereo unspecified) | -3 | -6 | 3 | -6 | 105 | 1 | 107 | 4 | -1.1
Oc1ccc(N=Cc2ccc(-c3cccs3)s2)cc1 | -3 | 0 | -4 | -2 | 93 | 80 | 98 | 22 | 0.3
COC(=O)c1sccc1NC(=S)Nc1cc(C)cc(C)c1 | -1 | 32 | -1 | 1 | 104 | -2 | 103 | 2 | -2.2
CCOC(=O)C1(Cc2ccccc2)CCCN(C(=O)c2ccc(-n3ccnc3)cc2)C1 (stereo unspecified) | -4 | -4 | 4 | -41 | 102 | -12 | 102 | 5 | -2.0
O=C(O)[C@H]1CCC(=O)N1Cc1ccco1 | -3 | -5 | -2 | 2 | 96 | -2 | 89 | 6 | 0.0

Grouped by structure, the entries above with a thiophene ring, fused or not (4)
SMILES | GalR3 antagonist | CRFBP-R2 block | MEKK2mut PB1 HTS | FID counter | MEKK2wt PB1 HTS | UBC9 SUMO inh | MEKK3 PB1 HTS | HCV NS3 hel inh | CRFR2-BP ag
CC(C)c1nc2sc3c(=O)[nH]cnc3c2c2c1CCC2 | 1 | -19 | -1 | 0 | 109 | 11 | 105 | -2 | -0.5
Cc1ccsc1/C=N/NC(=O)Cc1cccn1C | -3 | 14 | -4 | -10 | 102 | 20 | 94 | 15 | -1.3
Oc1ccc(N=Cc2ccc(-c3cccs3)s2)cc1 | -3 | 0 | -4 | -2 | 93 | 80 | 98 | 22 | 0.3
COC(=O)c1sccc1NC(=S)Nc1cc(C)cc(C)c1 | -1 | 32 | -1 | 1 | 104 | -2 | 103 | 2 | -2.2

Further compounds.
SMILES | GalR3 antagonist | CRFBP-R2 block | MEKK2mut PB1 HTS | FID counter | MEKK2wt PB1 HTS | UBC9 SUMO inh | MEKK3 PB1 HTS | HCV NS3 hel inh | CRFR2-BP ag
Cc1ccc(NC(=O)CNCc2cccs2)cc1Br | -7 | -34 | 2 | 9 | 102 | 9 | 102 | -13 | 0.5
CCCN1CCN(C(=O)Cn2ncc3c([nH]c4ccc(C)cc43)c2=O)CC1 | -3 | 0 | 2 | 0 | 105 | 11 | 102 | 0 | 1.3
CNC(=O)c1cc(S(=O)(=O)N2CC(C)OC(C)C2)ccc1N1CCCCC1 (stereo unspecified) | -4 | 3 | 3 | -24 | 100 | 13 | 101 | 14 | 1.0
COc1ccc(NC(=O)Cc2c(SC)c3ccccc3n2Cc2ccccc2)cc1 | -3 | 60* | 1 | -6 | 109 | 12 | 160* | 10 | -2.4
COC(=O)c1ccc(/C=C/c2ccc3cccc(OC(C)=O)c3n2)cc1 | 0 | -36 | -4 | -6 | 97 | -30 | 104 | -17 | 1.9
CN(CC(=O)N1CCN(c2ccccc2)CC1)S(=O)(=O)c1cnc[nH]1 | -2 | -9 | 4 | 7 | 101 | -8 | 103 | -4 | 0.8
COc1cc(-c2ccc3oc(-c4ccsc4)c(C#CC4(O)CCCCC4)c3c2)cc(OC)c1OC | -2 | -26 | 3 | · | 98 | · | 105 | · | 2.5
COc1cc2sc3ccc(-c4ccc(N(C)C)nc4)cc3c(=O)c2cc1OC | -4 | -7 | -8 | · | 93 | · | 97 | · | 1.2
CCOc1cccc(SCc2noc(C(=O)NCCOC)c2C(=O)O)c1 | -1 | 5 | 5 | -18 | 103 | -4 | 101 | -1 | -2.8
CC1CCN(CC(=O)N2CC(=O)Nc3ccccc32)CC1 | -5 | 12 | 4 | -4 | 104 | -8 | 112 | 5 | -1.0
CCOc1cc(CNc2cccc3[nH]c(C)nc23)ccc1OC | -11 | 13 | 11 | -1 | 110 | -5 | 108 | -18 | 0.8
COc1ccc(CNC(=O)c2cc(-c3ccncc3)nc3c(C)cc(C)cc23)cc1OC | 3 | -1 | 1 | -7 | 106 | 21 | 109 | -6 | -0.1
COc1ccccc1CNC(=O)C1(c2ccc(Cl)cc2)CC1 | -2 | 4 | -3 | -36 | 97 | 6 | 93 | -5 | -1.5
O=P(c1ccccc1)(c1ccccc1)C(O)c1ccco1 (stereo unspecified) | -5 | 6 | 5 | -4 | 101 | 8 | 110 | 1 | -1.0
Nc1c(C(=O)C2CC2)sc2nc(-c3cccs3)cc(C(F)(F)F)c12 | -4 | -96 | -1 | -6 | 59*[inhibitor] | 29 | 95 | -6 | 44
CCCN1CCc2c(sc(NC(=O)c3ccc(S(=O)(=O)N(C)c4ccccc4)cc3)c2C(=O)NC)C1 | -2 | -63 | 2 | 44* | 112 | -7 | 98 | -14 | 63*
Cc1ccc(NC(=O)NNC(=O)c2ccccc2)cc1 | -2 | 1 | -6 | 3 | 106 | -12 | 115 | 9 | 0.1
CCOc1ccc(-c2nc(-c3ccccc3)no2)cc1OCC | 2 | 13 | 10 | -4 | 111 | 11 | 106 | -4 | 4.2
O=c1cc(O)c(-c2ccc(Cl)c(Cl)c2)c(Cl)[nH]1 | -4 | 19 | -11 | 11 | 88 | -8 | 99 | 5 | 2.0
O=C(COc1ccc(F)cc1)Nc1ccc2c(c1)OCCO2 | -3 | 9 | 2 | -9 | 101 | 2 | 94 | 1 | -2.1
COc1ccc(CSc2nncn2N)cc1Br | -1 | 7 | 2 | 1 | 105 | 9 | 106 | 4 | -0.3
COc1ccccc1NS(=O)(=O)c1cccc(NC(=O)c2[nH]c(C)c(C(C)=O)c2C)c1 | -8 | -17 | 6 | -6 | 103 | 16 | 102 | -4 | 0.2
CC(=O)N1CCC2(CC1)CC(=O)c1cc(OCC(=O)N3CCCC3)ccc1O2 | 1 | 2 | 3 | -10 | 109 | 19 | 104 | 5 | 2.3
COc1ccc(CCNCC(O)COc2cccc(C(C)=O)c2)cc1OC (stereo unspecified) | -10 | 9 | -1 | 4 | 106 | 13 | 95 | -11 | 0.2
C=CCNC(=S)NNC(=O)c1csc(C)c1CC | -9 | 9 | 10 | -4 | 111 | 16 | 106 | 3 | 1.4
Next section:
SMILES | GalR3 antagonist | CRFBP-R2 block | MEKK2mut PB1 HTS | FID counter | MEKK2wt PB1 HTS | UBC9 SUMO inh | MEKK3 PB1 HTS | HCV NS3 hel inh | CRFR2-BP ag
Cc1ccc(Cn2ccc(=O)c(OCc3c(Cl)cccc3Cl)c2C)cc1 | -1 | 8 | 12 | -5 | 112 | -15 | 106 | -7 | 7.8
COc1ccc(S(=O)(=O)N2CCC(C(=O)NC3CC3)CC2)cc1 | -3 | 6 | -8 | -8 | 91 | -1 | 100 | 8 | -0.8
CCCCn1c(-c2ccco2)nc2oc3ccccc3c(=O)c2c1=O | 0 | -9 | -3 | -10 | 91 | 23 | 96 | 28 | -3.1
COc1ccc(C(=O)Cc2cc(OC)c(OC)cc2[N+](=O)[O-])cc1 | -6 | 8 | 2 | 3 | 97 | -6 | 101 | 4 | -1.0
O=C(NCC12CC3CC(CC(C3)C1)C2)c1nc2ncccn2n1 | -7 | -12 | 0 | -18 | 102 | -2 | 103 | 0 | 0.1
COC1=Cc2c(ccc3ccc(=O)oc23)OC1(C)C | -4 | 15 | -5 | -10 | 96 | 10 | 97 | -11 | -0.9
O=C(NCc1ccccc1F)C1CCCN(S(=O)(=O)N2CCOCC2)C1 (stereo unspecified) | -8 | 4 | 1 | -9 | 100 | · | 105 | -6 | -0.4
O=C(NNC(=O)c1cc2ccccc2cc1O)c1cccs1 | -8 | -6 | 4 | 0 | 106 | -22 | 102 | 4 | -0.6
COc1ccc(C2/C=C\CN(C(=O)NC(C)C)CC(=O)N2Cc2ccc(F)cc2)cc1 (stereo unspecified) | -4 | 6 | 2 | · | 98 | -4 | 109 | · | 2.5
C=CCn1c(C)nnc1SCC(=O)N1CCN(S(=O)(=O)c2ccccc2)CC1 | -4 | -5 | -31 | -14 | 78 | 11 | 86 | -2 | -0.1
